Screening results as filed in PubChem.
Rac1 GTP hydrolysis: MgcRacGAP GTPase-activating activity inhibitors, confirmation, biochemical, ADP Hunter fluorescence; one-dose inhibition, % at 30 µM; IC50 in µM for titrated hits; AID 624330; 340,000 tested, 0.6% active; MgcRacGAP-stimulated Rac1 GTP hydrolysis, ADP Hunter fluorescence; higher % means a stronger effect; GST-tagged Rac1 F28L mutant substrate;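 active = first-screen hits whose inhibition reached a set limit at any dose in the follow-up dose series; inconclusive = inhibition above the set first-screen limit but never retested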;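 note: fluorescence reports GDP produced by GAP-driven GTP hydrolysis; strong numbers were not always called active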
KOR beta-arrestin-1: kappa opioid receptor blockers – cell-based, luminescence, uHTS (AID 1778). inhibition, % at 10 µM; hits with a dose series show IC50 in µM. KOR beta-arrestin recruitment, luminescence, antagonist mode; higher % means a stronger effect. 290,000 tested, 0.091% active; in the data active = inhibition above about 50%; note: strong numbers were not always called active
NTR1 agonist: agonists of NTR1, primary screen, imaging, U2OS cells, beta-arrestin-GFP, high content (AID 493036). NTR1-U2OS beta-arrestin-GFP spot imaging, agonist mode. activation, % at 20 µM. 330,000 tested, 0.17% active;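 active = activation at or above 40% of the spot to cytoplasm intensity ratio, with at least 20 cells analyzed; inconclusive = wells under 20 cells, flagged as cytotoxic or low count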;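 note: 0% = DMSO without peptide and 100% = 100 nM NTR1 peptide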
Target sequence (P30989 whole entry, looked up): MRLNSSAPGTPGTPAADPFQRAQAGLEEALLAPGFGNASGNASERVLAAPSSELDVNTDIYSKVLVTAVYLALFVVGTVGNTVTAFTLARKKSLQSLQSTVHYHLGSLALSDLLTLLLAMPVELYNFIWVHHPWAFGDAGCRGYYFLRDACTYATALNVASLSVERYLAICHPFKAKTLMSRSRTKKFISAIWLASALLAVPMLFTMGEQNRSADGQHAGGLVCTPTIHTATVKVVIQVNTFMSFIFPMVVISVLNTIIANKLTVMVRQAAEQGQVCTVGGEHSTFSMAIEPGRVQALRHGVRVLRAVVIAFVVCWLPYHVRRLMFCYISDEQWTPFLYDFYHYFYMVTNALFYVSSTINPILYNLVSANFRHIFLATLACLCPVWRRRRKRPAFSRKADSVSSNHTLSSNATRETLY
NOD1 NF-kB reporter: inhibition of NOD1-driven NF-kB reporter – cell-based, luminescence, uHTS, primary screen (AID 1578); inhibition, % at 4 µM, or EC50 in µM where a hit was titrated; NOD1-driven NF-kB luciferase reporter cells, luminescence; higher % means a stronger effect; 290,000 tested, 1% active; in the data active = inhibition mostly above about 36%, no sharp cut-off; inactive = mostly below about 34%;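 note: HEK-293T reporter cells stimulated with the NOD1 agonist gamma-tri-DAP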
GPR55 beta-arrestin: selective activators of receptor GPR55 – imaging, U2OS cells, beta-arrestin-GFP redistribution, primary screen (AID 1961). U2OS GPR55 beta-arrestin-GFP redistribution imaging; higher % means a stronger effect. activation, % at 10 µM, or EC50 in µM where a hit was titrated. 290,000 tested, 0.048% active;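 active = activation above 40% with more than 50 cells counted in the well; inconclusive = wells holding fewer than 50 cells, flagged as toxic or sparse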;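 note: U2OS osteosarcoma cells stably expressing GPR55 and beta-arrestin-GFP; plate controls were DMSO negative control for no effect and LPI positive control for full effect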
GPR35 antagonists: GPR35 antagonists blocking zaprinast-driven arrestin recruitment, primary screen, imaging, U2OS, beta-arrestin-GFP, zaprinast agonist (AID 2058); U2OS GPR35 beta-arrestin-GFP translocation imaging, zaprinast antagonism; higher % means a stronger effect; inhibition, % at 10 µM, or IC50 in µM where a hit was titrated; 290,000 tested, 0.052% active;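 active = inhibition of at least 50% with at least 30 cells and total cytoplasm GFP at most 10,000,000; inconclusive = under 30 cells or total GFP of 10,000,000 plus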
KOR beta-arrestin-2: KOR agonists, beta-arrestin recruitment, primary screen, cell-based, luminescence, uHTS (AID 1777) | KOR beta-arrestin recruitment, luminescence; higher % means a stronger effect | one-dose activation, % at 10 µM; EC50 in µM for titrated hits | 280,000 tested, 0.02% active; in the data active = activation above about 50%, passing the limit was not always enough; note: a part of the inactive calls stands beside numbers as strong as those of hits
UTI89 phage lysis: protection from phage-mediated lysis, alamar blue read-out – E. coli UTI89, K1F phage, bacterial capsule biogenesis inhibitors (AID 488966); 340,000 tested, 0.02% active; one-dose inhibition, % at 100 µM; IC50 in µM for titrated hits; E. coli UTI89 K1F phage lysis, alamar blue, 2 h; higher % means a stronger effect;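 active = phage lysis inhibition, versus mean bacterial control, above a set limit; inconclusive = no clear call, values can overlap the other calls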;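 note: capsule biogenesis inhibitors block K1F phage lysis so surviving cells raise fluorescence; higher fluorescence means more inhibition of phage lysis; actives were called in the ten point dose series up to 300 µM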
GPR55 LPI antagonism: inhibition of LPI-stimulated GPR55 beta-arrestin translocation – imaging, U2OS, beta-arrestin-GFP, LPI agonist, primary screen (AID 2013); U2OS GPR55 beta-arrestin-GFP translocation imaging, LPI antagonism; higher % means a stronger effect; one-dose inhibition, % at 10 µM; IC50 in µM for titrated hits; 290,000 tested, 0.13% active;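 active = spots per cell inhibited over 60%, with over 100 cells counted and total cytoplasm intensity under 500,000; inconclusive = wells with under 100 cells, flagged as likely toxic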;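 note: U2OS cells stably carrying GPR55 and arrestin-GFP stimulated by 5 µM LPI near EC80; imaged beta-arrestin-GFP aggregate spots per cell after agonist stimulation; plate controls were LPI-stimulated DMSO wells for no effect and DMSO wells without LPI for full effect; some results filed as inactive read as strong as hits; confirmed hits need IC50 under 10 µM and bright autofluorescent wells are also inconclusive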
NTR1 agonist cell count 20 µM: second read-out of NTR1 agonist, no call of its own (marks repeat the call); cell count; measured here: cell count, cytotoxicity flag
Active calls of the source: *; ? = inconclusive; . = no result given; [ ] = another dose, or the depositor's remark.

SMILES	Rac1 GTP hydrolysis	KOR beta-arrestin-1	NTR1 agonist	NTR1 agonist cell count 20 µM	NOD1 NF-kB reporter	GPR55 beta-arrestin	GPR35 antagonists	KOR beta-arrestin-2	UTI89 phage lysis	GPR55 LPI antagonism
CCOc1ccccc1Nc1nc(N)nc(CSc2nncn2C)n1	13%	1%	-0.6	69	3%	-0.2%	-3%	-2.1%	-1.6%	8%
CCCCOCCCN1CC(=O)N2[C@@H](Cc3c([nH]c4ccccc34)C2(C)C)C1=O	6%	-25%	1.6	48	4%	0.4%	0%	1.2%	0.1%	2%
O=C(Cn1cnc2c(nnn2Cc2ccc(F)cc2)c1=O)N1CCCCC1	13%	13%	-0.9	80	-9%	-0.2%	-6%	-4.3%	0.4%	8%
COc1ccc(C(=O)Nc2c(N)nc(SCC(=O)N3CCC(C)CC3)[nH]c2=O)cc1OC	5%	-26%	-1.8	49	-2%	-0.1%	0%	5.3%	3.9%	-1%
Cc1nc2ccccc2c(-c2ccccc2)c1C(=O)c1ccccc1	7%	9%	-2.8	33	28%	-0.1%	-23%	-1.1%	0.1%	16%
O=C(Nc1cccc(C(F)(F)F)c1)C12CC3CC(CC(C3)C1)C2	5%	-25%	1.8	39	-19%	-0.3%	-5%	-0.2%	1.2%	7%
COC(=O)C1CN(C(=O)C(C)Oc2cccc(C)c2C)c2ccccc2O1 (stereo not drawn)	2%	12%	-1.0	48	5%	-0.1%	-4%	1.4%	0.1%	6%
CC1CCCCN1C(=O)/C=C/c1ccccc1[N+](=O)[O-] (stereo not drawn)	14%	-1%[20 µM]	0.4	99	-27%	-0.1%	6%	-5.3%	0.0%	3%
CCCn1cc(S(=O)(=O)c2ccc(C)cc2)c(=O)c2cc(OCC)ccc21	10%	-8%	-0.1	58	-26%	-0.1%	2%	-2.6%	0.5%	3%
COc1ccc(NC(=O)CC2C(=O)N(c3ccc(Cl)cc3)C(=S)N2NC(=O)c2cccc(F)c2)cc1 (stereo not drawn)	-10%	41%	3.7	80	16%	0.3%	-9%	5.9%	0.8%[50 µM]	-4%
CN1CCN(C2=Nc3c(Cl)cc(Cl)c4cccc2c34)CC1	16%	-10%	-0.5	50	-8%	-0.2%	6%	-2.1%	2.5%	17%
O=c1c(-c2nc3ccccc3s2)cccn1Cc1ccccc1	-6%	4%	2.5	72	-25%	0.6%	-8%	1.0%	-0.1%	10%
Clc1ccc(CO/N=C/c2cccs2)cc1	.	-25%	-0.4	59	-3%	-0.4%	1%	1.9%	.	-4%
O=C1N/C(=C/c2ccsc2)C(=O)N1c1ccccc1	13%	-36%[20 µM]	-0.4	93	-22%	0.3%	2%	1.1%	0.1%	-18%
NC(=O)CCC(C(=O)O)N1C(=O)c2ccc(O)cc2C1=O (stereo not drawn)	7%	23%	0.0	87	4%	0.3%	2%	0.5%	0.3%	4%
Cc1ccc(S(=O)(=O)N(CC(=O)NN=C2CCN(C)CC2)c2ccc(F)cc2)cc1	.	-25%	-0.6	30	-22%	-0.3%	-18%	-2.2%	.	0%
COc1cc(OC)cc(C(=O)N[C@H](C(=O)OCC(=O)NC(C)c2ccccc2)C(C)C)c1 (stereo partly drawn)	-9%	-29%	0.1	59	19%	-0.2%	-10%	2.2%	1.8%	-21%
CCCOC(=O)c1c(N)sc(C(=O)OCC)c1C	-1%	0%	3.8	72	-15%	0.3%	-2%	4.0%	0.5%[50 µM]	2%
O=C(COC(=O)Cc1c(Cl)cccc1Cl)NCC1CCCO1 (stereo not drawn)	12%	-28%	-1.3	54	-20%	-0.1%	7%	-0.4%	0.2%	12%
CCCCN(C)Cc1c(O)ccc2c(-c3ccccc3)cc(=O)oc12	5%	24%	-2.8	106	-13%	0.1%	-18%	-1.9%	6.5%	6%
CCC(=O)Nc1cccc(-c2nnc(SCC(=O)c3ccccc3)n2C)c1	19%	30%	-0.2	88	-2%	-0.2%	-4%	2.1%	-0.3%	5%
COc1ccc(CCNC(=O)C2CCN(C(=O)c3ccc(F)cc3)CC2)cc1	2%	-18%	-0.8	56	-4%	-0.2%	0%	-1.9%	-0.6%	-11%
Cc1cc2cc(CNC(=S)NC3CCCCC3)ccc2[nH]1	5%	-8%	-0.1	34	-13%	-0.4%	-3%	-5.8%	-0.5%	5%
O=C(NCc1ccccc1C(F)(F)F)C1CC(c2cc(C(F)(F)F)cc(C(F)(F)F)c2)=NO1 (stereo not drawn)	7%	-42%	-1.6	80	-10%	-0.1%	1%	4.7%	3.2%	-3%
Cc1ccc(S(=O)(=O)N2CCC(C(=O)NC3CCCC3)CC2)cc1Cl	11%	0%	-1.6	45	-39%	0.1%	2%	-3.0%	0.0%	-1%
CC(=O)C1C(c2ccc(C)cc2)c2c(noc2C)CC1(C)O (stereo not drawn)	-4%	13%	-1.0	44	-22%	0.1%	7%	-2.9%	-0.5%	7%
COc1ccc(-c2nc3scc(-c4ccccc4)n3n2)cc1	2%	18%	6.2	77	-15%	-0.1%	2%	-2.2%	0.7%	13%
CC1CC(=O)Nc2ccccc2N1S(=O)(=O)c1ccc(C(F)(F)F)cc1 (stereo not drawn)	6%	6%	2.6	61	-30%	-0.2%	0%	-4.9%	0.0%	13%
COC(=O)Cc1c(C(=O)OC)nnn1-c1cccc(C(F)(F)F)c1	11%	-14%	0.4	83	-38%	-0.1%	-13%	8.1%	-0.2%	1%
Cc1nc(N/C(N)=N/S(=O)(=O)c2ccc([N+](=O)[O-])cc2)nc2ccccc12	8%	9%	1.1	84	1%	-0.2%	8%	-3.4%	0.3%	5%
O=C(CCCSc1nc2ccccc2[nH]1)NC1CCCCC1	5%	6%	-0.6	35	-6%	0.9%	-4%	-2.0%	0.2%	6%
CC1(C)C(=O)OC(c2cccn2-c2cccc([N+](=O)[O-])c2)C2(CCCCC2)C1=O (stereo not drawn)	.	32%	5.0	52	-6%	0.1%	14%	2.6%	.	3%
C=CCN1C(=O)C2C(C(=O)NC3CCCC3)C3C=CC2(O3)C1C(=O)NC1CCCC1 (stereo not drawn)	2%	-55%	-0.1	39	-25%	-0.4%	-3%	-1.8%	-1.2%	5%
CCOc1ccc2ccccc2c1C1NC(=S)N(C)C(C)=C1C(=O)OC (stereo not drawn)	7%	-13%	2.7	64	-12%	1.1%	9%	-3.0%	0.2%	10%
Cc1ccc(-n2c(SCC3CCCCO3)nnc2-c2ccco2)cc1 (stereo not drawn)	4%	34%	-0.6	39	-21%	-0.1%	3%	3.2%	0.3%	-3%
Cc1ccc(NC(=O)Nc2ccc3c(c2)nnn3C)cc1C	6%	-11%[20 µM]	0.2	66	-48%	0.5%	16%	-3.7%	-1.6%	6%
S=c1[nH]nc(-c2ccccn2)n1/N=C/c1ccc(Br)s1	18%	37%	1.8	77	-25%	0.5%	-8%	2.3%	-0.5%[50 µM]	11%
COc1ccc(N(C(C)C(=O)NN=C2CCCCCCC2)S(C)(=O)=O)cc1 (stereo not drawn)	2%	-4%	0.3	98	-15%	0.7%	4%	-4.5%	1.2%	21%
CCCNC(=O)Cn1cnc2sc(C(=O)Nc3ccc4c(c3)OCO4)c(C)c2c1=O	2%	-13%	-0.3	52	-14%	-0.1%	-1%	2.1%	-3.5%	13%
CC(C)CN(CC(C)C)C(=O)CN1C(=O)NC2(CCCc3ccccc32)C1=O (stereo not drawn)	4%	-10%	-2.0	80	2%	0.0%	8%	-1.5%	0.4%	14%
CCN(CC)c1ccc(N=Cc2ccc(N(CC)CC)cc2O)cc1	7%	-36%	9.8	66	7%	0.2%	2%	-2.9%	0.4%	-2%
O=C(CCCN1C(=O)/C(=C\c2ccco2)SC1=S)Nc1ccc(O)cc1C(=O)O	?	-4%	0.5	57	-16%	-0.2%	6%	-3.8%	0.1%	-3%
COc1ccc(C(=O)c2sc3nc(C)cc(-c4cccs4)c3c2N)cc1OC	7%	-11%	.	.	0%	1.3%	-11%	0.6%	-0.2%[50 µM]	10%
COC(=O)CCC(=O)NC(=S)Nc1ccc(S(=O)(=O)Nc2cc(C)on2)cc1	6%	3%	1.5	61	-8%	0.7%	-10%	1.3%	0.2%	9%
COCCCNC(=O)C(=O)N/N=C/c1ccc(OCC(=O)Nc2cccc(Cl)c2C)c(OC)c1	11%	3%	-0.3	35	-8%	-0.1%	0%	-0.1%	0.0%	7%
CCOC(=O)Nc1ccc(NC(=O)c2ccccc2F)cc1	5%	-55%[20 µM]	0.7	66	-21%	0.9%	-1%	-3.8%	0.4%	18%
CC(C)Oc1ccc(C(=O)NCc2ccco2)cc1	2%	25%	0.6	48	-38%	-0.1%	-9%	4.2%	0.3%	4%
CCCCn1nnc(NC(=O)c2ccc(-c3cccc(Cl)c3)o2)n1	-4%	-37%	4.2	79	0%	0.5%	20%	1.3%	-1.9%	-16%
CC(C)=CCN1CCN(Cc2cnc(C)s2)CC1CCO (stereo not drawn)	7%	-28%[20 µM]	-1.5	102	-14%	0.0%	2%	.	-0.3%	4%
O=C(CCn1ccc2cc(S(=O)(=O)N3CCCC3)ccc21)NCc1ccccc1	-14%	-17%	0.2	60	-8%	0.5%	-4%	1.8%	0.0%	2%
O=C(Nc1ccc(Cl)cc1)c1ccc(OC2CSC2)cc1	5%	-25%	0.9	44	-61%	-0.4%	-2%	2.3%	-0.4%	2%
COCCNC(=O)NC12CC3CC(CC(C3)C1)C2	12%	-10%	0.6	73	-14%	-0.4%	5%	0.1%	0.3%	-2%
Cc1cc(=O)oc(C)c1C(=O)NCc1c(F)cc(F)cc1F	6%	-35%	0.8	82	12%	0.1%	-3%	-0.8%	2.3%	-4%
COc1ccccc1CNc1ccc2nnc(CCNC(=O)c3ccccc3)n2n1	12%	-25%	-0.3	44	-29%	0.6%	11%	1.4%	0.1%[50 µM]	1%
Cc1cc(C)n(-c2ccc(C(=O)Nc3cccc(S(=O)(=O)N(C)C)c3)cc2)n1	3%	37%	3.0	54	32%	0.6%	-8%	-1.5%	1.1%	-1%
Cc1cc(C)cc(OC(=O)CCN2C(=O)C3C4C=CC(C5CC45)C3C2=O)c1 (stereo not drawn)	11%	-56%[20 µM]	2.9	73	-22%	-0.1%	6%	-3.3%	-0.1%	16%

Not all compounds are listed; the hit share may differ from the screen's.
